NCI-60 one-dose screen, 48 h, at 10 µM unless noted. Numbers give growth in % (100 = growth as untreated, 0 = no growth, -100 = all killed).
SNB-75: SNB-75 CNS cancer; 5% of 79,000 active; AID 1794750
HT29: HT29 colon cancer; 7.4% of 81,000 active; AID 1794748
HCC-2998: HCC-2998 colon cancer. AID 1794799. 4.7% of 79,000 active
SF-539: SF-539 CNS cancer; 6.8% of 81,000 active; AID 1794752
PC-3: PC-3 prostate cancer cells; 3.9% of 80,000 active; AID 1794754
KM12: KM12 colon cancer cells; 5% of 82,000 active; AID 1794800
SW-620: SW-620 colon cancer; AID 1794795; 5.2% of 82,000 active
SNB-19: SNB-19 CNS cancer cells; 2.5% of 81,000 active; AID 1794751
DU-145: DU-145 prostate cancer | 4.2% of 81,000 active
* marks the source's active call; other numbers are inactive results; . = not tested or not shown; & = joins results of further samples. How the source made its calls: active means growth percent below 10; inactive means the rest.

SMILES	SNB-75	HT29	HCC-2998	SF-539	PC-3	KM12	SW-620	SNB-19	DU-145
COc1ccc(NC(C)=O)c([N+](=O)[O-])c1[N+](=O)[O-]	100	107	125	110	85	114	118	96	120
CC(=O)Nc1ccc(CC[C@H]2CCC/C=C/[C@@H]3C[C@H](O)C[C@H]3[C@H](O)/C=C/C(=O)O2)cc1	30	-26*	2.8*	25	19	.	0.3*	26	23
CC(C)c1ncc(CO)n1Cc1c(Cl)cccc1Cl	92	99	109	99	94	101	100	142	106
COc1ccc(-c2nc(SCc3cc(=O)oc4cc(C)cc(C)c34)[nH]c(=O)c2C(=O)NC(C)(C)C)cc1	95	108	113	97	98	102	110	105	108
COC(=N)CCOC(=O)c1ccccc1	87	103	.	101	93	107	109	101	117
CCN(CC)Cc1cc(C(C)(C)CC(C)(C)C)cc(C(C)(C)CC(C)(C)C)c1O	113	104	107	107	103	106	102	115	110
CC(N1CCN(C)CC1)C(O)(c1ccccc1)c1ccccc1 (centres undefined)	80	93	97	99	89	100	30	110	107
COc1cc2c(cc1OC)C(=O)/C(=C/c1cc(-c3ccc4c(c3)OCO4)n[nH]1)C2	-4.6*	-30*	89	-81*	-66*	-82*	-85*	9.3*	1.2*
COc1ccc(Cn2cc(C(=O)N=Nc3c(O)[nH]c4ccc(Cl)cc34)nn2)cc1	115	94	107	106	95	98	100	99	102
Cc1cc(C)c(C)c(CN(C)C)c1	97	90	103	98	103	111	115	99	108
COc1ccc(CCCC(=O)O)cc1OC	88	.	107	101	83	105	113	101	109
O=Cc1cc([N+](=O)[O-])no1	95	90	97	98	82	100	106	114	103
O=C1CCC2CN3CCc4c([nH]c5ccccc45)C3CC2C1 (centres undefined)	73	89	103	88	105	102	115	108	112
COc1cc2cc3c(nc2cc1OC)CCN3Cc1ccc(NC(=O)c2ccccc2I)cc1	89	105	125	100	83	99	97	94	103
Cn1cc(C2=C(c3coc4ccc(F)cc34)C(=O)N(O)C2=O)c2cc(Br)ccc21	70	103	106	99	62	75	67	83	100
Fc1ccc(Nc2nccc(Nc3ccc4[nH]ncc4c3)n2)cc1	85	53	99	78	46	24	69	88	66
CCN(CC)CCn1c2ccc(O)cc2c2sc3cc(OC)ccc3c(=O)c21	41	-14*	37	-74*	30	25	-51*	26	17
O=C(O)CC(NC(=O)c1ccccc1)C(=O)O (centres undefined)	85	98	100	100	100	100	103	109	103
Cc1[nH]n(-c2ccccc2)c(=O)c1N=Nc1cccc2c1C(=O)c1ccccc1C2=O	94	106	107	82	110	102	114	73	105
O=C(/C=C/Nc1ccc(F)cc1)c1ccc2c(c1)Nc1ccccc1S2	54	105	86	73	105	92	90	50	94
Cc1nnc(NS(=O)(=O)c2ccc(N3C(N)=NC(N)=NC34CCCCC4)cc2)s1	67	102	114	95	98	104	99	100	106
COc1cccc(-c2nc(-c3ccc(NC(=O)Oc4ccccc4)cc3)[nH]c2-c2ccnc(Br)c2)c1	71	108	117	93	90	97	102	95	108
CCSc1nc(Nc2ccc(S(=O)(=O)Nc3ccon3)cc2)c(C#N)c(-c2cccc(Br)c2)n1	93	92	106	82	80	95	110	100	112
Clc1ccc(CSc2ccc(Cl)cc2)cc1	93	86	106	103	88	.	94	97	105

In another format: two of the compounds above.
| molecule | SNB-75 | HT29 | HCC-2998 | SF-539 | PC-3 | KM12 | SW-620 | SNB-19 | DU-145 |
| --- | --- | --- | --- | --- | --- | --- | --- | --- | --- |
| O=C(/C=C/Nc1ccc(F)cc1)c1ccc2c(c1)Nc1ccccc1S2 | 54 | 105 | 86 | 73 | 105 | 92 | 90 | 50 | 94 |
| Cc1nnc(NS(=O)(=O)c2ccc(N3C(N)=NC(N)=NC34CCCCC4)cc2)s1 | 67 | 102 | 114 | 95 | 98 | 104 | 99 | 100 | 106 |

Other entries
SMILES	SNB-75	HT29	HCC-2998	SF-539	PC-3	KM12	SW-620	SNB-19	DU-145
Brc1c(-c2nc(-c3ccccc3)c(-c3ccccc3)[nH]2)sc2ccccc12	89	94	111	90	58	81	103	95	95
COc1ccc2ccc(-c3nn(-c4ccc(C(=O)O)cc4)cc3CO)cc2c1	93	90	103	115	93	102	104	98	103
CNc1sc(S(=O)(=O)NC)nc1S(=O)(=O)c1ccc(C)cc1	88	107	103	99	97	103	109	96	107
COc1ccc(-c2nc(-c3nc4cc(Cl)c(Cl)cc4[nH]3)c3ccccn23)cc1	-29*	51	76	8.3*	57	.	80	51	47
O=C(COc1cccc(-c2nc3sccn3c2-c2ccccc2)c1)c1ccccc1	101	99	94	92	86	81	94	91	95
Clc1ccc(-c2cs/c(=N/N=C\c3ccc(Br)cc3)n2/N=C/c2ccc(Br)cc2)cc1	98	92	102	104	102	103	101	100	104
C=C(C)COc1ccc(C(C)(C)C)cc1	94	99	111	102	97	103	101	103	107
O=C(O)c1ccc(-n2cc(CNc3ccc(F)c(F)c3)c(-c3ccc(F)cc3)n2)cc1	123	114	106	101	101	101	103	95	109
CC(=O)/C(=C/N1CC(=O)NC1=S)C(=O)Nc1ccccc1C	93	114	102	115	93	105	101	102	.
CCOC(=O)c1ccc(-n2nc(C(=O)NCCCCCC(=O)O)nc2-c2ccccc2)cc1	96	107	105	94	95	102	101	98	105
Cn1c(=O)c2c(nc(N/N=C/c3ccc(Br)cc3)n2C)n(C)c1=O	101	103	108	120	86	104	103	118	110
COc1cc(CNC(=O)/C=C/c2ccc3c(c2)OCO3)ccc1OCc1cn(-c2ccc([N+](=O)[O-])cc2)nn1	106	121	104	80	103	100	.	86	103

Three compounds out of the list, ordered by molecular weight, highest first.
SMILES	SNB-75	HT29	HCC-2998	SF-539	PC-3	KM12	SW-620	SNB-19	DU-145
COc1cc(CNC(=O)/C=C/c2ccc3c(c2)OCO3)ccc1OCc1cn(-c2ccc([N+](=O)[O-])cc2)nn1	106	121	104	80	103	100	.	86	103
O=C(COc1cccc(-c2nc3sccn3c2-c2ccccc2)c1)c1ccccc1	101	99	94	92	86	81	94	91	95
COc1ccc(-c2nc(-c3nc4cc(Cl)c(Cl)cc4[nH]3)c3ccccn23)cc1	-29*	51	76	8.3*	57	.	80	51	47

New compounds follow:
SMILES	SNB-75	HT29	HCC-2998	SF-539	PC-3	KM12	SW-620	SNB-19	DU-145
CN=c1ccc2cc3ccc(NC)cc3oc-2c1	80&72	100&100	114&103	100&108	82&80	98&100	101&94	101	107&102
Cc1ccc(/C=C/c2c(C(=O)c3ccccc3)c(=O)[nH]c3ccccc23)cc1	.	96	106	91	92	90	93	87	106
C=CCC(CCCC)(C(=O)OCC)C(=O)OCC	77	102	102	100	95	108	114	99	121
C#C[C@]1(O)CC[C@H]2[C@@H]3CC=C4c5sc(Nc6nc(C)cc(OC)n6)nc5CC[C@]4(C)[C@H]3CC[C@@]21C	-11*	61	81	-15*	28	46	24	55	61
CC1(C)CC[C@]2(CO)CC[C@]3(C)[C@@H](NC(=O)C[C@@H]4[C@@]5(C)CC[C@H](O)C(C)(C)[C@@H]5CC[C@]43C)[C@@H]2C1	108	118	107	103	99	101	109	96	105
[O-][n+]1cccc(O)c1	93	104	109	106	100	105	112	104	107
Cc1ccc(-c2c3c(nc4nc(C)[nH]c(=O)c24)C(C)CCC3)cc1 (centres undefined)	93	117	118	102	86	107	101	92	101
O=C1CCC(=O)N1CCC(=O)N(C(=O)NC1CCCCC1)C1CCCCC1	86	102	.	107	95	104	101	93	125
CCCCSCN1CCN(c2ccc(Cl)cc2)CC1	87	122	90	95	83	106	103	.	122
Cc1ccc(N/C=C/C(=O)c2sc3nc4ccccc4n3c2C)cc1S(N)(=O)=O	104	101	97	99	106	88	104	90	91
CN(C)c1ccc(/C=C(\C#N)c2nc(N)nc(Nc3ccc(S(N)(=O)=O)cc3)n2)cc1	88	83	99	71	85	83	89	85	80
O=[N+]([O-])c1ccc(Cl)cc1/C=N\Nc1ccccn1	83	77	101	72	72	76	93	92	107
CN(C(=S)S(=O)(=O)C12CC3CC(CC(C3)C1)C2)c1ccccc1	99	105	104	98	83	109	70	102	95
C[C@]12CCc3nc(Nc4ccccc4)sc3C1=CC[C@@H]1[C@@H]2CC[C@]2(C)/C(=N/NC(N)=S)CC[C@@H]12	35	5.7*	85	37	27	33	18	62	36
Nc1ccc(-c2ccc(N)c([N+](=O)[O-])c2)cc1[N+](=O)[O-]	98	101	107	97	96	91	99	94	89
COc1ccc(C2CCc3cc(OC)c(OC)cc3C2NC=O)cc1OC (centres undefined)	88	104	111	116	101	103	105	94	112
Nc1nc(-c2ccccc2)c(N=Nc2ccc(Cl)cc2)s1	85	86	104	95	84	84	98	94	88
O=C(CCN1C(=O)/C(=C/c2ccc(O)cc2)SC1=S)Nc1ccccc1	89	118	111	98	90	99	102	91	110
O=C(c1cc(Cl)ccc1O)C(Br)C(Br)c1ccccc1 (centres undefined)	85	102	110	97	100	99	103	89	99
Cc1ccc(-n2c(C3=C(O)c4ccccc4C3=O)nnc2-c2ccccc2)cc1	99	112	122	105	102	103	102	100	109
CCCCSc1nc(N)nc2c1ncn2CC(C)CC (centres undefined)	90	104	119	85	101	111	97	.	120
COc1ccc(-c2cc(-c3ccccc3)nc(SCCCC(=O)NO)n2)cc1OC	.	15	35	15	13	13	13	20	1.4*
Cc1ccc(/C(=C/c2ccc([N+](=O)[O-])cc2)C(=O)O)cc1	110	104	111	96	101	101	102	101	110
Cc1ccc(-c2cc(-c3cccnc3)[nH]c(=O)c2C#N)s1	86	110	121	97	105	105	99	99	106

Just PC-3 and DU-145, for some of the entries so far:
Compound,PC-3,DU-145
CCCCSc1nc(N)nc2c1ncn2CC(C)CC (centres undefined),101,120
COc1ccc(-c2cc(-c3ccccc3)nc(SCCCC(=O)NO)n2)cc1OC,13,1.4*
Nc1ccc(-c2ccc(N)c([N+](=O)[O-])c2)cc1[N+](=O)[O-],96,89
C[C@]12CCc3nc(Nc4ccccc4)sc3C1=CC[C@@H]1[C@@H]2CC[C@]2(C)/C(=N/NC(N)=S)CC[C@@H]12,27,36

The results go on.
SMILES	SNB-75	HT29	HCC-2998	SF-539	PC-3	KM12	SW-620	SNB-19	DU-145
Cc1ccc(Nc2nc(Cl)nc3ncn(C)c23)c(C)c1	87	103	.	112	100	104	98	100	107
COc1ccc(/C=C2\N=C3SC=C(N4C(=O)CSC4=Nc4ccccc4)N3C2=O)cc1	88	95	104	104	98	103	106	114	107
CCOC(=O)C(O)c1ccccc1 (centres undefined)	83	103	98	95	103	100	96	108	105
COc1c(/C(C)=N/N=c2sc(C(C)=O)nn2-c2ccc(C)cc2)c(Oc2ccccc2)c(OC)c2occc12	91&78	94&106	105&108	101&96	93&89	97&87	98&95	100&91	109&106
O=C(O)c1ccccc1.[Ag]	110	98	109	106	87	89	.	105	105
CCN(C(=O)N1CCN(c2cc3c(cc2F)c(=O)c(C(=O)O)cn3C2CC2)CC1)c1nc(-c2ccc(Br)cc2)cs1	100	94	103	106	88	107	103	93	108
O=c1[nH]nc(-c2ccccc2)cc1Cc1cc2ccccc2[nH]c1=O	86	103	105	89	80	95	98	94	107
CCNC(N)=O	101	107	113	96	96	102	102	100	110
Cc1nnc2c3ccccc3ccn12	89	.	101	.	112	109	108	100	109
CCOC(=O)n1cc(-c2nonc2-c2cn(C)c3ccc(Br)cc23)c2ccccc21	67	72	106	97	69	74	89	95	101
CCCS(=O)(=O)c1nc(NC2CC2)cc(-c2ccc3c(ccn3C3CC(C)(C)NC(C)(C)C3)c2)n1	-16*	-48*	1.3*	-88*	17	6.1*	-62*	39	8.5*
O=c1c(Nc2ccccc2)c(Nc2ccccc2)c1=O	74	101	108	101	98	100	104	100	102
O=C1c2cc(F)ccc2Oc2cc([N+](=O)[O-])ccc2N1c1ccc(I)cc1F	90	102	106	99	102	101	94	96	108
Cc1ccc(C(=O)Nc2ccc(S(=O)(=O)O)c3cc(S(=O)(=O)O)cc(S(=O)(=O)O)c23)cc1NC(=O)c1cccc(NC(=O)Nc2cccc(C(=O)Nc3cc(C(=O)Nc4ccc(S(=O)(=O)O)c5cc(S(=O)(=O)O)cc(S(=O)(=O)O)c45)ccc3C)c2)c1	90	106	112	91	98	109	109	118	113
Cn1c(=O)c2c(nc(NCCNc3ccc(S(=O)(=O)Nc4ncccn4)cc3)n2Cc2ccccc2)n(C)c1=O	87	109	98	93	96	96	94	92	106
CCc1ccccc1-n1c(-c2ccc(Cl)cc2)cc(-c2ccc(Cl)cc2)c(C#N)c1=O	99	84	101	104	76	83	89	109	77
Cc1cc(C)cc(CCCCCCCCCCCCCCCCCC(=O)O)c1	97	110	102	106	106	106	108	115	108
O=C1OCCN1/N=C/c1ccc([N+](=O)[O-])o1	79&94	114&109	144&108	110&102	42&89	100&105	99&99	106&108	108&119
CC(=O)c1ccc(Cl)c(Cl)c1	90	97	90	100	93	91	96	100	111
COC1C(COC(=O)c2ccccc2)OC(OC(C)=O)C1OC(C)=O (centres undefined)	81	101	105	107	97	106	111	104	108
COc1ccc(/C=C(\C#N)n2nnc3cc(F)c(F)cc32)cc1	71	7.0*	69	45	41	34	15	59	48
C=C(Cl)C(O)CO (centres undefined)	91	104	97	101	88	108	109	98	111
CC(C)(C)[Si](O[C@@H]1C(=O)C=CN[C@@H]1/C=C/c1ccccc1)(c1ccccc1)c1ccccc1	83	50	98	99	42	73	86	89	84
NS(=O)(=O)c1ccc(NC(=S)Nc2ccc(S(=O)(=O)Nc3nccs3)cc2)cc1	75	113	98	103	94	105	107	97	111
COc1ccc([N+](=O)[O-])cc1OC	98	101&112	105	98&94	102&94	120&109	110&92	107&102	118&111
CC(C)(C)CC(C)(C)NCc1cc(C(C)(C)C)cc(CNC(C)(C)CC(C)(C)C)c1O	61	11	31	84	48	75	75	77	67
O=C1/C(=C/c2ccc(F)cc2)COc2ccc(O)cc21	84	49	90	87	89	46	26	90	97
NS(=O)(=O)c1ccc(NNCCC(=O)c2ccc3ccccc3c2)cc1	82	104	103	97	98	107	112	92	98

Screens (PubChem BioAssay)
